Compound activity: PubChem, several laboratories
DAGLB inhibitor – blocks human DAGLB lipase activity; Q8NCG7; inhibition, % at 5.17 µM; HEK293T DAGLB membrane lysate, EnzChek fluorogenic substrate; hit rate 0.059% among 340,000; AID 504411; in the data active means inhibition above about 34%;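 further: 0% = enzyme with vehicle and 100% = wells lacking enzyme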
Target sequence (Q8NCG7 whole entry, looked up): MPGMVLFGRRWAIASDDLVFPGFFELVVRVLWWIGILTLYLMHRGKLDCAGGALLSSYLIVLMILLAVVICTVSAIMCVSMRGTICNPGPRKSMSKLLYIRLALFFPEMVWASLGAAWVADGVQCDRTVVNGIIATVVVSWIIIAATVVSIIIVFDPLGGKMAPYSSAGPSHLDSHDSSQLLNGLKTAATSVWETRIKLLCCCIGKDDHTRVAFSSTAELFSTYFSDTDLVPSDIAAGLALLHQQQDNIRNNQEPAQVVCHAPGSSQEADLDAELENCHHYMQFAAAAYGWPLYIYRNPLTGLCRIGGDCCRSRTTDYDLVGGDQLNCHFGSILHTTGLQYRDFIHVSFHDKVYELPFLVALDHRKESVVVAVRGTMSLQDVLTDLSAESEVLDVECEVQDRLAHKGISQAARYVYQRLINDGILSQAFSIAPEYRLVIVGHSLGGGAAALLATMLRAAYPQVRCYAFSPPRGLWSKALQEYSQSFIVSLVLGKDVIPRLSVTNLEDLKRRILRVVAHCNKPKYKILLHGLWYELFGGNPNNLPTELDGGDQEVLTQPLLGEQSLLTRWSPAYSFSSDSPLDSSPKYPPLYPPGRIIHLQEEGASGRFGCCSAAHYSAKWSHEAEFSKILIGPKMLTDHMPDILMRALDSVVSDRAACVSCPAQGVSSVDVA
AddAB inh – less growth of phage-infected E. coli with AddAB; AID 435030; hit rate 0.29% among 330,000; inhibition, % at 11.9 µM; E. coli expressing H. pylori AddAB, absorbance growth; in the data active means inhibition above about 12%;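 further: 0% = vehicle wells of infected cells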
Tat export inh – blocks Tat-dependent protein export in E. coli | inhibition, % at 10 µM | E. coli MC4100 TorA-mCherry Tat export, fluorescence | hit rate 0.036% among 340,000;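 active means mean replicate inhibition at least 50% and at least half of replicates individually reaching 50%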;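 further: exported cargo escapes ClpAP degradation while cytoplasmic cargo is degraded and loses fluorescence; 0% = median of neutral control wells and 100% = median of NaSCN control wells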
PvdQ acylase – P. aeruginosa PvdQ acylase inhibition; purified PvdQ acylase, fluorescence plate reader; inhibition, % at 10 µM; hit rate 0.063% among 340,000; AID 488965; in the data active means inhibition above about 30%, passing the limit was not always enough;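 further: 0% = vehicle neutral wells and 100% = reference inhibitor wells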
Rtt109 Vps75 – blocks Candida albicans Rtt109/Vps75 acetyltransferase activity | purified Rtt109/Vps75, ThioGlo CoA-SH fluorescence, 4 h | inhibition, % at 34.9 µM | hit rate 0.16% among 330,000 | AID 540336;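 active means inhibition of at least 50% in every replicate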
Target sequence (Q5AAJ8 whole entry, looked up): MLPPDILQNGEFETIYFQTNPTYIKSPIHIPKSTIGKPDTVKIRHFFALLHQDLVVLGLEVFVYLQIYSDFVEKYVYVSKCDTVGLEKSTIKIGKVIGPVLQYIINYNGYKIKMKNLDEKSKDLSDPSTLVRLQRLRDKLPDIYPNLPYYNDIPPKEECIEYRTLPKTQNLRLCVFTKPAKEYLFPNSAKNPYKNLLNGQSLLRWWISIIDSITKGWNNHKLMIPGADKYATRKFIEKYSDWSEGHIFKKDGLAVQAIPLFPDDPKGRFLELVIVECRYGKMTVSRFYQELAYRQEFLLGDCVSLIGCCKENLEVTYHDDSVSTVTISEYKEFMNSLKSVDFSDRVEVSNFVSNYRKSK
Wnt act – Wnt/beta-catenin pathway activation. Wnt/beta-catenin reporter cell assay, activator, plate reader. activation, % at 9.35 µM. hit rate 1.2% among 300,000. AID 743398; in the data active means activation above about 30%, passing the limit was not always enough;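 further: 0% = neutral control wells and 100% = positive control wells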
phage Ecoli inh – E. coli growth loss with phage present; growth absorbance; inhibition, % at 11.9 µM; hit rate 0.26% among 360,000; in the data active means inhibition above about 11%
PfHsp90 set2 – inhibits growth of yeast expressing Plasmodium falciparum Hsp90; hit rate 0.32% among 310,000; S. cerevisiae expressing PfHsp90, BacTiter-Glo ATP, 48 h; yeast lacking PDR1 and PDR3 efflux regulators; inhibition, % at 9.4 µM;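 active means every replicate shows inhibition above about 80%, whatever the replicate mean, limit read from the data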;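 further: 0% = DMSO neutral controls and 100% = 20 µM radicicol positive controls; yeast relying on Plasmodium falciparum Hsp90 in place of its own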
CAL PDZ inh – blocks peptide binding to human CAL PDZ domain. Q9HD26. purified CAL PDZ, TMR-peptide fluorescence polarization, 1 h. inhibition, % at 20 µM. hit rate 0.02% among 330,000. AID 504414;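 active means highest replicate inhibition of at least 40%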;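 further: plate controls were DMSO neutral control wells for no effect and unlabeled competitor peptide control wells for full effect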
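Control set: unlabelled peptide and DMSO controls / Material: purified CerCALP PDZ construct / Timing: 1 h incubation at room temperature before polarization reading / Doses: 20 µM, one dose / Detection: fluorescence polarization (mP)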
Ecoli viability – bacterial growth inhibition, counter-screen for AddAB inhibitors; inhibition, % at 11.9 µM; E. coli V3065 growth, OD600 absorbance, 18 h; AID 449728; hit rate 0.27% among 330,000;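 active means inhibition above the campaign's mean inhibition across all tested compounds plus 3 SD, cut at about 9.9% in these data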;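 further: uninfected addAB+ strain grown without phage in ampicillin broth; 0% = DMSO wells and 100% = ciprofloxacin 0.95 µg/ml wells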
* marks the source's active call; other numbers are inactive results; x = not tested or not shown.

SMILES	DAGLB inhibitor	AddAB inh	Tat export inh	PvdQ acylase	Rtt109 Vps75	Wnt act	phage Ecoli inh	PfHsp90 set2	CAL PDZ inh	Ecoli viability
CCC(C)[C@H](NC(=O)NCc1cccc(OC)c1)C(=O)OC (stereo partly specified)	-1	-3.2	6	-13	-5	x	-2.7	12	-1.0	-1.7
COCCn1c(SCC(=O)Nc2ccc(F)cc2F)nc2c([nH]c3ccccc32)c1=O	0	1.5	10	0	1	-3	-1.2	1	-0.2	0.0
O=C(CC1CCCCC1)NCc1ccccc1Cl	5	1.8	-5	-8	-6	8	2.2	-12	-0.7	-3.5
Cc1oc(-c2ccc(Cl)cc2)nc1CS(=O)CC(=O)NCCN1CCCC1 (stereo unspecified)	0	-0.3	-3	-19	3	-1	3.6	12	0.7	-0.3
CCO[C@@H]1OC(C(=O)NCc2nc3ccccc3[nH]2)=C[C@H](C2CC2)[C@H]1CCCO	4	-0.6	-1	-12	3	-9	3.6	21	0.5	0.1
COCCNC(=O)Cn1cc(S(=O)(=O)N2CCN(c3ccccc3F)CC2)c2ccccc2c1=O	1	4.1	-4	-7	-1	-2	2.5	-4	-2.4	-1.5
COc1ccc(NC(=O)CN2CCN(S(=O)(=O)c3ccc(Br)cc3)CC2)c(OC)c1	-2	4.2	-12	-10	7	-1	1.6	-1	-3.2	1.2
CCCOc1cccc(C(=O)Nc2nnn(CCC)n2)c1	-1	-0.4	19	-14	-1	x	1.3	29	-1.8	-0.7
O=C(CN1C(=O)C2CC=CCC2C1=O)Nc1ccc(F)cc1F (stereo unspecified)	0	2.6	-1	8	5	-4	-3.2	-10	-1.4	-1.2
COc1ccccc1CN1C[C@@H]2C[C@@H](c3cccc(O)c3)N3CCC[C@@]23C1=O	2	-0.9	5	-4	6	-1	2.2	10	-2.0	-1.4
O=C(CCS(=O)(=O)c1ccccc1)N1CCN(c2cccc(C(F)(F)F)c2)CC1	1	0.4	-4	-14	-7	0	2.7	27	0.5	2.2
COC(=O)C(CC(C)C)NC(=O)CSc1nc(-c2ccccc2)c(C#N)c(=O)[nH]1 (stereo unspecified)	1	1.3	-2	-1	19	25	1.4	5	-1.6	-2.0
CCn1c(Cc2ccccc2)nnc1SCC(=O)NC(C)(C)C	-1	0.8	4	-7	-4	0	x	4	x	0.6
O=C(CCN1C(=O)/C(=C\c2cccc(Br)c2)SC1=S)NCCCN1CCOCC1	1	2.5	-2	-9	-1	3	0.4	-9	-0.9	1.4
Nc1nnc(SCCCOc2ccc(F)cc2)s1	-1	4.4	3	8	10	2	3.3	-1	-0.6	1.6
Cc1cc(C)c(S(=O)(=O)N2CCN(CCO)CC2)c(C)c1	-1	6.4	1	-15	-14	1	0.9	-8	-1.0	-0.3
O=C(N/N=C/C=C/c1ccccc1)C(O)c1ccccc1 (stereo unspecified)	3	-0.6	0	-10	-6	2	3.4	15	-1.3	-2.7
Nc1nc(SCc2ccccc2)[nH]c(=O)c1-c1ccccc1	3	1.3	-4	4	3	16	1.6	-4	-3.7	2.5
O=c1[nH]c2ccccc2nc1/C=C(\O)C(F)F	3	4.3	11	0	5	0	1.5	-2	-0.8	1.5
Cc1nn(-c2ccccc2)c(Cl)c1/C=N/Nc1nc2ccccc2[nH]1	4	1.7	-11	-6	3	24	2.5	11	-2.2	-0.5
CCN(CC)S(=O)(=O)c1cccc(NC(=O)COc2ncnc3sccc23)c1	0	-0.1	-3	6	8	4	1.6	2	-0.5	1.1
Cc1ccc(C2CC(=O)C=C(Nc3ccc(Cl)cc3)C2)cc1 (stereo unspecified)	0	1.9	-12	-8	1	4	3.6	9	-1.2	1.1
CC1=CC2=NC(=O)/C(=C\c3cccn3CCOc3cc(C)cc(C)c3)C(=N)N2O1	-7	-1.2	5	-7	8	0	1.2	-15	-2.4	-1.2
CN1C[C@@H]2[C@@H]3C(=O)N(C)C(=O)[C@@H]3[C@](C)(C1=O)N2C(=O)c1ccc(Cl)cc1	0	x	-19	-9	9	2	1.6	3	1.8	x
O=C(Cn1cncn1)N/N=C/c1ccc(Cl)cc1	0	4.3	-7	-16	3	x	1.7	-16	0.3	-3.4
CC(=O)NC(Cc1cc(C)ccc1C)C(=O)N1CCN(C(=O)c2ccc(Br)cc2)CC1 (stereo unspecified)	2	3.9	-21	-4	x	-5	2.8	-13	-1.0	-0.8
CCCN1CC(=O)N2C(c3cccc(OC)c3OC)c3[nH]c4ccccc4c3C[C@H]2C1=O (stereo partly specified)	0	2.0	-3	-15	-4	0	0.6	14	x	-3.8
CCOC(=O)C1CCC2(CC1)C(C#N)=C(N)Oc1n[nH]c(C)c12 (stereo unspecified)	2	1.6	-17	-15	-11	x	2.1	x	-1.3	-0.7
CCOc1ccc(OCCC(=O)OC(C)C(=O)Nc2ccc(C(C)=O)cc2)cc1 (stereo unspecified)	-2	-0.1	11	-1	3	0	-1.2	8	-1.1	-1.4
N#Cc1c(NC(=O)C2CCCO2)sc2c1CCCCCC2 (stereo unspecified)	-1	1.5	3	-6	3	x	2.8	-1	-1.5	-1.0
CC(=O)Nc1ccc(NC(=S)Nc2ccccc2)cc1	2	2.8	-4	13	11	x	4.3	x	0.9	0.0
CCc1cccc(C)c1NC(=S)NCc1ccccc1	-2	1.7	2	9	1	-3	3.4	2	-0.5	2.4
O=c1[nH]c(=O)n(C2C[C@H](O)[C@@H](CO)O2)cc1C(F)(F)F (stereo partly specified)	6	14*	18	-8	0	9	15*	-10	-1.8	10*
CC(=O)Nc1sc2c(c1C(c1cccs1)N1CCOCC1)CCCC2 (stereo unspecified)	0	2.3	-3	6	14	x	3.5	-32	-1.5	-0.7
COc1ccc(-c2c(C)sc(NC(=O)c3ccnn3C)c2C#N)cc1	-1	0.9	-1	-10	-1	-1	2.3	-3	-0.6	0.9
Cc1c(N2C(=O)/C(=C\c3ccccc3O)SC2=S)c(=O)n(-c2ccccc2)n1C	-2	0.4	-4	-2	0	3	1.8	-29	-1.8	-1.3
O=C(CN1CCOc2ccccc21)NCc1ccc(F)cc1	-1	3.2	4	-19	0	3	3.3	-1	-1.0	-0.3
CC(O)(Cc1ccccn1)Cc1ccccn1	3	x	-9	-13	1	-5	3.0	1	-0.5	x
COCCn1c(-c2ccc(OC)cc2)cnc1SCC(=O)Nc1cccc2ccccc12	-5	-0.7	12	-10	10	-2	2.5	3	-3.9	1.0
Cc1oc2ccc(O)cc2c1C(=O)c1ccc([N+](=O)[O-])cc1	-3	1.8	-13	-4	4	-1	2.5	10	-0.9	-0.4

In a second layout: results already given.
Values run as follows: DAGLB inhibitor	AddAB inh	Tat export inh	PvdQ acylase	Rtt109 Vps75	Wnt act	phage Ecoli inh	PfHsp90 set2	CAL PDZ inh	Ecoli viability
CC(=O)NC(Cc1cc(C)ccc1C)C(=O)N1CCN(C(=O)c2ccc(Br)cc2)CC1 (stereo unspecified)
    2	3.9	-21	-4	x	-5	2.8	-13	-1.0	-0.8
CCCN1CC(=O)N2C(c3cccc(OC)c3OC)c3[nH]c4ccccc4c3C[C@H]2C1=O (stereo partly specified)
    0	2.0	-3	-15	-4	0	0.6	14	x	-3.8
CCOC(=O)C1CCC2(CC1)C(C#N)=C(N)Oc1n[nH]c(C)c12 (stereo unspecified)
    2	1.6	-17	-15	-11	x	2.1	x	-1.3	-0.7
CCOc1ccc(OCCC(=O)OC(C)C(=O)Nc2ccc(C(C)=O)cc2)cc1 (stereo unspecified)
    -2	-0.1	11	-1	3	0	-1.2	8	-1.1	-1.4
N#Cc1c(NC(=O)C2CCCO2)sc2c1CCCCCC2 (stereo unspecified)
    -1	1.5	3	-6	3	x	2.8	-1	-1.5	-1.0
CC(=O)Nc1ccc(NC(=S)Nc2ccccc2)cc1
    2	2.8	-4	13	11	x	4.3	x	0.9	0.0

The list goes on:
SMILES	DAGLB inhibitor	AddAB inh	Tat export inh	PvdQ acylase	Rtt109 Vps75	Wnt act	phage Ecoli inh	PfHsp90 set2	CAL PDZ inh	Ecoli viability
O=C1C(Cc2ccc3[nH]ccc3c2)NC(=S)N1c1ccccc1 (stereo unspecified)	0	0.6	-7	-19	-1	-1	-1.3	8	0.1	1.5
O=C(O)c1cc(N/N=C/C(Cl)=C/c2ccccc2)ccc1Cl	4	-3.0	-5	12	27	-1	0.1	6	0.2	-0.1
CN(C)S(=O)(=O)c1ccc(NC(=O)CSc2nnc(-c3ccco3)o2)cc1	-4	0.8	-5	0	-1	-3	1.0	14	-0.6	0.6
COc1ccc(NC(=O)/C(C#N)=C/c2ccc(-c3ccccc3C(=O)O)o2)cc1	3	-0.2	-5	5	0	0	4.0	4	-2.5	1.3
Cc1cc(=O)n(C)c2ccccc12	0	3.3	8	-12	-7	0	3.0	0	0.2	2.3
CC(Oc1ccc(-c2ccccc2)c(F)c1)c1ccn(S(=O)(=O)c2ccc(Cl)cc2)n1 (stereo unspecified)	-20	4.5	-6	-1	3	x	1.2	4	-1.0	5.0
CCOc1cc(CNCc2cccs2)cc(Br)c1OC	-7	1.4	2	2	10	-2	2.7	-2	-0.7	-0.8
O=C(NCCCO)c1cc2c([nH]c3ccccc32)c(-c2ccccc2)n1	2	x	7	-4	3	1	0.4	-38	x	x
CCc1ccc(NC(=O)CCc2ccc(CC)o2)cc1	-11	1.1	5	-16	-3	-1	2.9	14	-2.3	-0.3
CC(=O)Oc1ccc([N+](=O)[O-])cc1N1C(=O)c2ccccc2C1=O	-1	-0.9	-8	6	22	x	3.0	-1	-0.5	2.1
CCN1CCN(c2ccc(NC(=O)c3ccc(F)cc3)cc2Cl)CC1	1	2.2	2	-13	-4	0	3.5	x	-1.8	-0.2
COCCCNC(=S)N1CCC(C(=O)c2ccc(Cl)cc2)CC1	-1	-0.2	-3	3	3	-3	2.7	-9	-0.8	0.3
COc1ccc(OCCOC(=O)Nc2ccccc2)cc1	-7	3.9	-7	-19	-2	x	5.0	1	-2.1	0.6
CCN(CC)S(=O)(=O)c1ccc(/C=C/C(=O)OCC(=O)Nc2cccnc2Cl)cc1	-2	0.2	2	-7	14	-1	1.0	-4	-0.5	-2.0
C=CCn1c(-c2cnn(-c3ccccc3)c2N)n[nH]c1=S	1	4.3	-4	-7	-9	1	1.8	8	-0.3	3.2
COc1cc(-c2nc3cnccc3n2C)cc(OC)c1OC	2	3.3	-6	-8	-14	-3	1.7	25	-0.1	-0.2
O=C(O)CC1S/C(=N/N=C/c2ccc(-c3ccc(Cl)cc3[N+](=O)[O-])o2)NC1=O (stereo unspecified)	10	3.0	-4	-2	10	3	2.2	15	-3.3	0.6
COc1ccc(OC)c(C(=O)NC(CC(N)=O)c2ccc(NCC3CC3)c([N+](=O)[O-])c2)c1 (stereo unspecified)	5	-0.5	-10	-9	-8	-3	3.6	19	-2.0	-0.9
O=C(O)CC(c1ccc(OC2CCCC2)cc1)N1C(=O)c2ccccc2C1=O (stereo unspecified)	2	-0.8	-11	9	3	0	1.7	-19	-0.8	-3.0
O=C(Cn1cc2c(n1)CCCC2)NCCc1ccccc1	1	3.1	-4	-14	-10	0	2.9	-20	-0.7	-2.4
c1ccc(Cn2nnc3c(NCC4CCCO4)ncnc32)cc1 (stereo unspecified)	0	-0.3	9	-1	5	x	3.0	x	-0.7	-0.7
Cn1c(=O)c2c(nc(CN3CCOCC3)n2Cc2ccccc2)n(C)c1=O	0	x	-1	-3	4	x	3.1	x	-2.3	x
CCCc1cc(N2CCCC(C(=O)Nc3cc(Cl)ccc3OC)C2)n2ncnc2n1 (stereo unspecified)	0	0.7	-7	6	13	x	2.3	21	-3.1	1.5
CSC(=NC#N)N1CCN(C(=NC#N)SC)CC1	0	-1.0	28	7	4	-10	4.5	-6	-0.1	-1.8
CCOC(=O)c1nn(-c2ccc(C)cc2)c(C)c1C(C)=O	-1	2.9	4	2	21	x	-1.9	-2	-1.6	-1.8
